M1AAP inhibition = malaria alanyl aminopeptidase activity blockers – biochemical, fluorogenic H-Leu-NHMec substrate, 1536-well (AID 1445). recombinant M1AAP, H-Leu-NHMec fluorogenic kinetic assay; higher % means a stronger effect. one-dose inhibition, % at 30 µM; IC50 in µM for titrated hits. actives 0.42% (n = 220,000);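 active = primary inhibition above the hit cutoff, then over 50% inhibition at one or more dose response concentrations, cut at about 23% in these data, passing the limit was not always enough; inconclusive = conflicting primary data, or primary hits not chosen for dose response; inactive = low primary inhibition, or under 50% at every dose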;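 also: plate controls were DMSO full reaction for no effect and no enzyme background for full effect; strong numbers were not always called active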
PMI inhibitors = MPI enzyme activity inhibition – biochemical, fluorescence intensity, coupled assay, primary screen (AID 1209); purified PMI enzyme, coupled fluorescence intensity; higher % means a stronger effect; inhibition, % at 20 µM, or IC50 in µM where a hit was titrated; actives 0.42% (n = 190,000);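 also: plate controls were DMSO vehicle for no effect and wells lacking substrate for full effect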
XIAP antagonists = XIAP antagonists, biochemical, IAP family, fluorescence polarization (AID 1018); XIAP BIR domain, fluorescence polarization peptide displacement; higher % means a stronger effect; displacement, % at 20 µM; hits with a dose series show IC50 in µM; actives 0.007% (n = 200,000); in the data active = displacement above about 50%; also: a part of the inactive calls stands beside numbers as strong as those of hits
SIAH1 antagonists = Siah-1 peptide-binding antagonists, primary screen, biochemical, fluorescence polarization, rhodamine-plectin, uHTS (AID 1817); Siah-1 / rhodamine-plectin peptide fluorescence polarization; higher % means a stronger effect; displacement, % at 20 µM, or IC50 in µM where a hit was titrated; actives 0.02% (n = 290,000);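 active = displacement of at least 50% at 20 µM, with a fluorescence ratio check between 0.3 and a set limit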;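 also: plate controls were Siah plus tracer with DMSO for no effect and tracer alone without Siah for full effect; strong numbers were not always called active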
UTI89 phage lysis = protection from phage-mediated lysis, alamar blue read-out – E. coli UTI89, K1F phage, bacterial capsule biogenesis inhibitors (AID 488966) | E. coli UTI89 K1F phage lysis, alamar blue, 2 h; higher % means a stronger effect | inhibition, % at 100 µM; hits with a dose series show IC50 in µM | actives 0.02% (n = 340,000);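 active = phage lysis inhibition, versus mean bacterial control, above a set limit; inconclusive = no clear call, values can overlap the other calls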;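 also: capsule biogenesis inhibitors block K1F phage lysis so surviving cells raise fluorescence; higher fluorescence means more inhibition of phage lysis; actives were called in the ten point dose series up to 300 µM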
PMI inhibition = human PMI inhibitors, high substrate, primary screen, biochemical, fluorescence intensity, high mannose 6-phosphate (AID 1220). recombinant PMI enzyme, coupled fluorescence intensity; higher % means a stronger effect. one-dose inhibition, % at 20 µM; IC50 in µM for titrated hits. actives 0.66% (n = 190,000)
Lipid droplet = hepatic lipid droplet formation modulation; inhibition, % at 6.5 µM; actives 0.4% (n = 240,000); AML12 mouse hepatocytes, oleate lipid droplets, BODIPY imaging;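 active = lipid droplet intensity inhibited by at least 50%, with more than 500 cells counted; inconclusive = wells with under 300 cells, treated as cytotoxic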
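Technique: fluorescence imaging, 20x objective, two fields per well / Assay system: AML12 hepatocytes (mouse) / Measure: % inhibition of lipid droplet signal / Doses: 6.5 µM single-point dosing / Incubation: overnight exposure / Reagent: 100 µM oleic acid challenge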
P. falciparum M17LAP = P. falciparum M17LAP inhibitors, primary screen, biochemical, fluorogenic H-Leu-NHMec substrate, 1536-well (AID 1619); recombinant M17LAP, H-Leu-NHMec fluorogenic kinetic assay; higher % means a stronger effect; inhibition, % at 30 µM, or IC50 in µM where a hit was titrated; actives 0.38% (n = 220,000);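 active = compound inhibiting the enzyme by more than half at any dose during confirmatory dose-response retesting; inconclusive = strong single-dose inhibitors picked by rank but not retested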;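 also: plate controls were full reaction with DMSO carrier for no effect and no enzyme background for full effect; strong numbers were not always called active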
TNAP activation fold = human TNAP enzyme activators, primary screen, biochemical, luminescent, no phosphate acceptor, uHTS (AID 1001) | purified TNAP, luminescent activation assay, no phosphate acceptor; higher activation fold means a stronger effect | actives 0.03% (n = 200,000) | activation fold at 20 µM; hits with a dose series show EC50 in µM; in the data active = activation fold from about 3, or a potency from the dose series; inactive = the rest, 99 in 100 with activation fold below about 1.6; also: many of its hits are not listed in these tables
Lipid droplet cells 6.5 µM = also measured in Lipid droplet; calls as there; cell count; measured here: cell count, cytotoxicity flag;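 cells counted across two imaged fields per well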
An asterisk follows results filed as active; ? = inconclusive; nt = no result given; [ ] = dose if it differs, or a comment. Rule as the data show it, unless noted: active = inhibition above about 50%; inactive = the rest.

SMILES	M1AAP inhibition	PMI inhibitors	XIAP antagonists	SIAH1 antagonists	UTI89 phage lysis	PMI inhibition	Lipid droplet	Lipid droplet cells 6.5 µM	P. falciparum M17LAP	TNAP activation fold
O=C(NC1CCN(C(=O)N2c3ccccc3Sc3ccccc32)CC1)c1ccccc1Cl	0%	22%	-3.4%	4%	0.2%	16%	nt	nt	10%	1.1
COc1ccc(-c2nnn(CC(=O)N(Cc3cccs3)C(C)C(=O)NC3CCCC3)n2)cc1OC (stereo not given)	5%	8%	-1.6%	3%	-0.1%	9%	nt	nt	4%	1.2
CCCCCCCCc1nc(SC(C)C(=O)O)n[nH]1 (stereo not given)	-1%	-17%	-2.6%	0%	-0.2%	-5%	3	694	5.3µM*	0.9
CCNC(=S)N1CCN(Cc2ccc3c(c2)OCO3)CC1	nt	6%	-2.6%	0%	-0.2%	15%	8	704	nt	1.1
Nc1nc(N2CCN(c3ccc(F)cc3)CC2)n[nH]1	-4%	-6%	-6.6%	1%	-0.2%	-3%	-5	634	0%	1.1
Cc1cc(NC(=O)CN2CCN(c3cccc(Cl)c3)CC2)no1	0%	-7%	-2.6%	0%	0.4%	-8%	-5	704	6%	1.2
CC(C)(C)c1csc(NNC(=O)c2ccc(Cl)cc2)n1	-15%	nt	nt	14%	nt	nt	1	762	2%	nt
CCOC(=O)c1c(NC(C)=O)sc2c(OC)c(Br)ccc12	0%	7%	-2.4%	1%	2.9%	1%	-8	753	-5%	1
CCOC(=O)C1=NNC(C(=O)c2ccc(Cl)cc2)C1c1ccc(OC)cc1 (stereo not given)	1%	6%	-2.1%	4%	0.2%	9%	-6	622	5%	1.2
CNC(=O)c1ccccc1S(=O)(=O)c1ccccc1C#N	-3%	7%	-12%	-1%	0.2%	7%	nt	nt	6%	1.1
Cc1ccc(S(=O)(=O)N/N=C2/CCCCC2C2CCCCC2)cc1[N+](=O)[O-] (stereo not given)	9%	-2%	-5.3%	0%	0.8%	-13%	12	687	11%	1.1
COC(=O)c1sccc1Oc1c(Cl)cccc1[N+](=O)[O-]	8%	9%	-5.1%	24%	nt	13%	nt	nt	-1%	1.1
CCC(/C=N/NC(=O)C1COc2ccccc2O1)CC (stereo not given)	4%	12%	-14%	-5%	1.0%[50 µM]	10%	-6	648	2%	1.1
CCNC(=O)CN(c1ccc(C)cc1)S(=O)(=O)c1ccccc1	13%	-11%	-5.7%	-6%	0.6%	-9%	nt	nt	14%	1.1
CCCNC(=O)c1cc(SC)ccc1Cl	-1%	-2%	nt	1%	-0.1%	2%	0	733	-6%	1
CC(=O)N/C(=C/c1ccc(OC(F)F)cc1)C(=O)O	0%	-7%	0.8%	0%	1.9%[50 µM]	-10%	-4	660	15%	1.1
O=C(COc1cccnc1[N+](=O)[O-])Nc1ccc2c(c1)OC(F)(F)O2	-4%	4%	-5.9%	8%	3.4%	3%	0	549	24%	1
O=c1c2ccccc2nnn1CSc1nnc(Nc2ccccc2)s1	-1%	4%	-0.3%	0%	2.8%	9%	nt	nt	8%	1.1
COC(=O)c1ccc(NC(=O)CN2CCN(c3ccccc3C)CC2)cc1	3%	6%	1.0%	9%	2.5%	6%	2	685	8%	1.1
COc1cc(C)c(NC(=S)Nc2ccc(Cl)c(Cl)c2)cc1OC	0%	27%	-4.7%	-2%	-0.4%	32%	-29	642	5%	1.3
O=C(NC1CCCCC1)c1ccc(Cn2cc(Br)cn2)o1	2%	0%	-2.5%	1%	-0.4%	1%	9	724	-7%	1.1
Cc1cnc(C(=O)OCC(=O)NCCc2ccccc2)cn1	1%	7%	-2.3%	4%	0.7%	6%	0	793	-3%	1.1
CC1(C)C(c2cccs2)=[N+]([O-])C2(CCCCC/C2=N\NC(N)=O)N1O (stereo not given)	8%	-6%	-5.2%	1%	0.6%	-6%	12	792	16%	1.1
C/C(=C\C(=S)Nc1ccccc1)Nc1ccc2ccccc2c1	11%	41%	4.2%	-8%	-6.3%	60%*	6	678	1%	1.1
COC(=O)NNC(=O)COc1cc(C)ccc1C	2%	-8%	-7.0%	7%	-1.3%	-5%	17	658	-19%	1.2

Structures listed above marked active in PMI inhibition.
SMILES,M1AAP inhibition,PMI inhibitors,XIAP antagonists,SIAH1 antagonists,PMI inhibition,P. falciparum M17LAP,TNAP activation fold
C/C(=C\C(=S)Nc1ccccc1)Nc1ccc2ccccc2c1,11%,41%,4.2%,-8%,60%*,1%,1.1

Next section.
SMILES	M1AAP inhibition	PMI inhibitors	XIAP antagonists	SIAH1 antagonists	UTI89 phage lysis	PMI inhibition	Lipid droplet	Lipid droplet cells 6.5 µM	P. falciparum M17LAP	TNAP activation fold
CC(C)c1ccc(CN2CC(C(=O)O)CC2=O)cc1 (stereo not given)	6%	-7%	-6.5%	1%	-0.5%	-12%	0	750	0%	1.1
Cc1nn(C(=O)/C(C#N)=C/N(C)C)c(C)c1C	2%	2%	-5.3%	1%	-0.2%	1%	6	654	13%	1.1
Cc1[nH]c2ccc(F)cc2c(=O)c1SC(F)(F)C(F)F	0%	12%	-5.2%	5%	-2.2%	12%	nt	nt	4%	1.1
O=C(O)COc1ccc(/C=N/NC(=O)Cc2ccc(Cl)cc2)cc1	5%	nt	nt	19%	-0.4%[50 µM]	nt	-6	688	7%	nt
Cn1nc(NC(=O)C(F)(F)F)c2ncc(-c3ccc(Cl)cc3)nc21	1%	nt	nt	-2%	0.8%	nt	-1	680	-6%	nt
Oc1ccc(N=Cc2ccc(O)c(O)c2)cc1	21%	44%	-10%	81%	0.7%	53%*	-9	708	35%	0.8
COc1cccc(NC(=O)n2nc(N)cc2-c2ccc(Cl)cc2)c1	11%	14%	-2.6%	7%	-1.9%	14%	-1	659	-2%	1.1
CC1CCC2(CC1)NC(=O)N(Cc1nc(-c3ccccc3)no1)C2=O (stereo not given)	-4%	-3%	-5.9%	-4%	1.3%	-7%	nt	nt	-4%	1
CC(C)Nc1nc2cccnc2s1	0%	nt	nt	13%	-0.3%	nt	-10	739	8%	nt
CCC(c1nnnn1Cc1ccccc1)N1CCN(c2ccc(OC)cc2)CC1 (stereo not given)	4%	3%	-1.8%	12%	-0.8%	6%	-8	699	-11%	1.1
Cc1occc1C(=O)Nc1nn[nH]n1	2%	-2%	-2.9%	6%	0.1%	-6%	16	761	-6%	1.1
COc1ccc(C(C)C)cc1S(=O)(=O)N1CC(C)OC(C)C1 (stereo not given)	-4%	14%	-1.9%	0%	0.1%	13%	-15	764	2%	1
CN(C(=O)COC(=O)c1ccc(S(=O)(=O)N2CCCC2)cc1)c1ccccc1	11%	-12%	-8.1%	0%	0.3%	-5%	-13	659	3%	1.1
O=C(NCc1ccco1)c1nn2cccnc2c1Cl	2%	-5%	-6.6%	3%	0.4%[50 µM]	0%	-1	681	7%	1
O=S(=O)(c1ccc(Br)cc1)N1CCOC12CCCCC2	5%	3%	-8.5%	9%	nt	2%	-31	647	1%	1.1
CN(C(=O)c1ccncc1)C1CC(C)(C)N(O)C(C)(C)C1	-4%	28%	1.2%	3%	-0.1%	19%	-17	581	-12%	1.1
COc1cc(/C=C2\SC(=S)N(NC(=O)c3ccncc3)C2=O)ccc1O	?	nt	nt	4%	0.1%[50 µM]	nt	2	812	25%	nt
CCCCn1nc(CC(=O)O)c2ccccc2c1=O	3%	-7%	-7.0%	5%	1.7%	-8%	nt	nt	-2%	1.1
COc1nc(C#N)c(N2CCOCC2)o1	9%	6%	46%	-3%	0.8%	8%	1	618	-3%	1.1
Cn1c(=O)c2c(nc(-n3ccnc3)n2Cc2ccc(Cl)cc2Cl)n(C)c1=O	6%	-2%	-6.6%	2%	0.6%	2%	nt	nt	11%	1.1
CCCCN(C)C(=O)CSc1nc(NCc2ccc(OC)cc2)c2ccccc2n1	-5%	10%	-6.4%	3%	1.5%	5%	nt	nt	-2%	1.1
CC(C)CNS(=O)(=O)c1ccc(CCC(=O)NCc2ccncc2)cc1	-1%	1%	-14%	-7%	0.0%	0%	3	723	-6%	1.1
COc1ccc(NC(C(=O)Nc2cccc(C(C)=O)c2)c2ccccc2)cc1 (stereo not given)	19%	29%	-8.5%	2%	-0.5%[50 µM]	30%	-12	615	20%	1.1
COc1cc(C(=O)Oc2c(CN3CCOCC3)cc(Cl)c3cccnc23)cc(OC)c1OC	9%	37%	1.2%	0%	-0.2%	36%	nt	nt	0%	1.2
O=C(Nc1ccccc1C(=O)N1CCOCC1)c1ccncc1	-1%	12%	-1.5%	2%	0.4%	9%	9	665	-10%	1.1
SMILES	M1AAP inhibition	PMI inhibitors	XIAP antagonists	SIAH1 antagonists	UTI89 phage lysis	PMI inhibition	Lipid droplet	Lipid droplet cells 6.5 µM	P. falciparum M17LAP	TNAP activation fold
COc1ccccc1NC(=O)CNC(=O)c1ccc(F)cc1	13%	0%	-6.2%	2%	0.1%	-4%	4	787	9%	1
CCOc1cc(C=O)ccc1OCC(N)=O	2%	3%	-2.3%	10%	0.5%	6%	18	730	-10%	1.1
CCOC(=O)C1=C(N)N(c2ccc(N3CCCCC3)cc2)C(=O)C1	7%	4%	-7.6%	0%	0.6%	8%	nt	nt	0%	1.1
CCOc1cccc(-c2nn3c(-c4ccccn4)nnc3s2)c1	5%	-4%	-0.6%	-4%	0.7%	1%	nt	nt	3%	0.9
CC(NCc1ccccc1OC1CCCC1)c1ccccc1 (stereo not given)	-3%	nt	nt	0%	1.8%	nt	25	694	-8%	nt
COc1ccc(C)cc1NC(=O)C1CCCN1S(=O)(=O)c1ccc2c(c1)CCC(=O)N2 (stereo not given)	3%	7%	-3.9%	-1%	3.0%	9%	nt	nt	2%	1
O=C(Cc1ccc(F)cc1)N/N=C/c1ccc2c(c1)OCO2	1%	-1%	-3.5%	3%	4.4%	-3%	-2	713	3%	1
CC(C)CCn1c(-c2nonc2N)nc2ccccc21	8%	20%	-6.4%	-3%	4.1%	19%	6	750	-19%	1
Cn1c(SCc2ccc(F)cc2)nnc1-c1cccs1	0%	-9%	-1.1%	1%	-0.6%	-4%	nt	nt	-3%	1
Cc1cccc(NC(=O)C2CCN(S(=O)(=O)c3cccs3)CC2)n1	13%	9%	-6.3%	6%	5.3%	8%	2	665	-2%	1.2
CC(=O)C(=Cc1ccc(C(=O)O)cc1)C(C)=O	2%	-12%	-4.4%	-3%	-3.4%	-1%	-1	665	0%	1
CCS(=O)(=O)c1ccc(C(=O)NC2CC2)c(Cl)c1Cl	-1%	-8%	-3.8%	3%	0.1%	-3%	-6	675	-5%	1
CC(C)C(=O)Nc1cccc(NC(=S)NC(=O)C(c2ccccc2)c2ccccc2)c1	2%	21%	-1.2%	-1%	0.4%	8%	nt	nt	2%	1
O=C1CCCC(=O)N1c1ccc(N2CCN(c3ccccc3)CC2)c([N+](=O)[O-])c1	7%	-5%	1.3%	30%	2.1%	-4%	2	598	2%	1.1

Screens: PubChem, several laboratories
